M5 antag – blocks acetylcholine activation of human M5 receptor; AID 624040; CHO-hM5 cells, Fluo-8 calcium fluorescence, ACh EC80; P08912; inhibition, % at 3 µM; 360,000 compounds, 0.59% hits;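 active means inhibition above a per-plate cutoff, the mean of that plate's test compounds plus 3 SD, cut at about 27% in these data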;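 further: 0% = acetylcholine EC80 with DMSO and 100% = DMSO without agonist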
Target sequence (P08912 whole entry, looked up): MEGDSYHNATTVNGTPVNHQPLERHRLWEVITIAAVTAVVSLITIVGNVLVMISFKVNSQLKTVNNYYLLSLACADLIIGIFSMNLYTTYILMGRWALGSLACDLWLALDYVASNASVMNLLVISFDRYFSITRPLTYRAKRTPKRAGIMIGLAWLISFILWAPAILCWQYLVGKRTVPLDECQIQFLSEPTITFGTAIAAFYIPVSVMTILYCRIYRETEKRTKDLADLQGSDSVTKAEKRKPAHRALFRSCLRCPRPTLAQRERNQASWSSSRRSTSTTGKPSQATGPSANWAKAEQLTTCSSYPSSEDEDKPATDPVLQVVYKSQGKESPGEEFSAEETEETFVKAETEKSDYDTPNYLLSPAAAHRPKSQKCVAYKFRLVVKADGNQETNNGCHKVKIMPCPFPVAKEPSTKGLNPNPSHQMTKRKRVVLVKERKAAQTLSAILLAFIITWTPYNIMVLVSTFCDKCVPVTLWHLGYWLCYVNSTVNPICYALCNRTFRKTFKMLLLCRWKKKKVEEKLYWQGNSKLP
TAAR1 ag – agonists of human TAAR1. Q96RJ0. CHO RD-HGA16 TAAR1, Fluo-8 calcium fluorescence; vehicle wells 0%, saturating PEA agonist 100%. activation, % at 3 µM. 360,000 compounds, 0.99% hits. AID 624467;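 active means activation above the mean activation of all test compounds in the run plus 3 SD, cut at about 38% in these data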
Target sequence (Q96RJ0 whole entry, looked up): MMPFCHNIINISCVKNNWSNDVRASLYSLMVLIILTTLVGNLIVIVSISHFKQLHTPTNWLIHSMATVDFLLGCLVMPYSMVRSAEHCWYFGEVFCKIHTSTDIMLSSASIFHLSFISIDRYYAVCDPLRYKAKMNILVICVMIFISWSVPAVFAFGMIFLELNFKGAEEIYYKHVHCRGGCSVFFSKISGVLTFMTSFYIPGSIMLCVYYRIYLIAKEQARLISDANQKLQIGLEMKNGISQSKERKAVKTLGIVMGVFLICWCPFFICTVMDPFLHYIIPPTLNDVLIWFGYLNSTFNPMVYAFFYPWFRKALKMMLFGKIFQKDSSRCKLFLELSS
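Repeats: no replicates (n 1) | Material: CHO-derived RD-HGA16 cells with stable Gα16 and human TAAR1 | Technique: Kinetic Fluo-8 calcium fluorescence | Schedule: 17-24 h seeding, 75 min 37 °C dye, 30 min RT | Evaluation: % activation from peak over basal fluorescence ratio, DMSO-to-PEA scaled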
M1 PAM – human CHRM1 positive allosteric modulation | P11229 | CHO-K1 hM1, Fluo-8 calcium fluorescence, ACh EC20; 0% = ACh EC20, 100% = maximal ACh | activation, % at 3 µM | 360,000 compounds, 0.088% hits; in the data active means activation above about 19%, passing the limit was not always enough
CHRM4 agonist – CHRM4 agonism in calcium assay; CHO-K1 hM4/Gqi5, Fluo-8 calcium fluorescence; vehicle 0%, full acetylcholine response 100%; AID 624127; 360,000 compounds, 0.14% hits; activation, % at 3 µM; P08173;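 active means activation above the run mean over all test wells plus 3 SD, cut at about 32% in these data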;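 further: peak over basal fluorescence ratio per well then scaled between controls; 0% = DMSO wells and 100% = acetylcholine at EC100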
CHRM5 PAM – positive allosteric modulators of human muscarinic M5 receptor | P08912 | CHO-K1 hM5, Fluo-8 calcium, ACh EC20 PAM; 0% = ACh EC20, 100% = ACh EC100 | activation, % at 3 µM | 360,000 compounds, 0.3% hits | AID 624038;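 active means activation above the run cutoff, the mean activation of all test compounds plus 3 SD, cut at about 18% in these data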
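Replicates: One well per compound, no replicates | System: Human M5 receptor in CHO-K1 cells | Benchmarks: Low control EC20 acetylcholine (0%), high control EC100 acetylcholine (100%) | Probe or stimulus: Acetylcholine, EC20 level | Times: Fluo-8 loading 80 min at 37 °C plus 30 min room temperature | Signal: Intracellular calcium via Fluo-8 fluorescence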
CHRM5 agonist – CHRM5 agonism in calcium assay; CHO-K1 hM5 cells, Fluo-8 calcium fluorescence; 0% DMSO wells, 100% maximal acetylcholine response; activation, % at 3 µM; P08912; 360,000 compounds, 0.19% hits; AID 624037;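 active means activation above the run's mean over test compounds plus 3 SD, cut at about 23% in these data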;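 further: signal is peak over basal fluorescence ratio across the kinetic read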
CHRM4 antagonist – antagonists of human muscarinic M4 receptor (CHRM4). CHO-hM4 cells, ACh EC80, Fluo-8 calcium fluorescence. P08173. inhibition, % at 3 µM. 360,000 compounds, 0.73% hits;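 active means inhibition above its plate's cutoff, the mean inhibition of sample wells plus 3 SD, cut at about 27% in these data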;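 further: 0% = acetylcholine EC80 with DMSO and 100% = DMSO without agonist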
CHRM1 antagonist – human CHRM1 antagonism. AID 588852. inhibition, % at 3 µM. P11229. CHO-K1 hM1, Fluo-8 calcium fluorescence, ACh EC80 antagonist. 360,000 compounds, 1.3% hits;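 active means percent inhibition above its own plate's cutoff, namely the mean of that plate's compound wells plus 3 SD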;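 further: peak over basal fluorescence ratio during 140 s after agonist addition; 0% = ACh EC80 plus DMSO and 100% = DMSO alone without agonist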
CHRM1 agonist – human M1 muscarinic receptor agonism; AID 588814; 360,000 compounds, 0.33% hits; activation, % at 3 µM; CHO-K1 hM1, Fluo-8 calcium fluorescence, agonist mode; 0% DMSO, 100% acetylcholine EC100; P11229;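 active means activation above the run's mean compound activation plus 3 SD, cut at about 16% in these data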;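 further: peak over basal fluorescence ratio within a 140 s kinetic read after compound addition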
* hit, by the source's call. Some of the compounds tested. The share of hits here may be higher or lower than overall.

`COc1ccc2c(c1)nc(NCCCO)n2Cc1ccccc1` gave M5 antag -4.8, TAAR1 ag 0.9, M1 PAM 4.5, CHRM4 agonist 0.5, CHRM5 PAM 4.6, CHRM5 agonist 3.4, CHRM4 antagonist -0.2, CHRM1 antagonist -13.9 and CHRM1 agonist -2.9.
`CC(NC(=O)COC(=O)C1CC1C)c1ccccc1` (stereo not drawn) gave M5 antag -8.1, TAAR1 ag 2.5, M1 PAM 4.9, CHRM4 agonist 1.0, CHRM5 PAM 1.8, CHRM5 agonist 1.3, CHRM4 antagonist -14.1, CHRM1 antagonist -10.4 and CHRM1 agonist -2.8.
Screening Cc1nc(C(F)(F)F)ccc1C(=O)N1CCC1(C)C(=O)Nc1ccc2c(c1)OCO2 (stereo not drawn) returned M5 antag -2.0, TAAR1 ag 1.0, M1 PAM 9.2, CHRM4 agonist 1.8, CHRM5 PAM -2.1, CHRM5 agonist 0.9, CHRM4 antagonist -10.9, CHRM1 antagonist -18.2 and CHRM1 agonist -2.1.
CCOC(=O)N1CCN(C(=O)C2CCN(S(=O)(=O)c3cc(Cl)ccc3OCC)CC2)CC1 was read as M5 antag -2.5, TAAR1 ag 0.5, M1 PAM 2.5, CHRM4 agonist 5.8, CHRM5 PAM -0.8, CHRM5 agonist -1.6, CHRM4 antagonist -7.7, CHRM1 antagonist -1.1 and CHRM1 agonist -3.6.
C=CCNC(=O)O/N=C/c1csc([N+](=O)[O-])c1 was read as M5 antag -4.7, TAAR1 ag 0.3, M1 PAM 5.3, CHRM4 agonist 0.8, CHRM5 PAM 1.7, CHRM5 agonist 3.3, CHRM4 antagonist 7.1, CHRM1 antagonist -13.5 and CHRM1 agonist -2.7.
For CC(NC(=O)c1ccccc1Br)c1nnc(SCc2ccc([N+](=O)[O-])cc2)n1C (stereo not drawn) the results were M5 antag 0.9, TAAR1 ag 1.0, M1 PAM 4.2, CHRM4 agonist -0.5, CHRM5 PAM 0.3, CHRM5 agonist -1.9, CHRM4 antagonist -3.6, CHRM1 antagonist -4.9 and CHRM1 agonist -6.6.
`O=C(NNC(=O)c1ccc([N+](=O)[O-])cc1)c1ccc(Br)cc1` gave M5 antag 5.7, TAAR1 ag 0.8, M1 PAM 10.6, CHRM4 agonist 0.4, CHRM5 PAM -3.7, CHRM5 agonist -6.6, CHRM4 antagonist 2.0, CHRM1 antagonist -8.7 and CHRM1 agonist -1.2.
`CCCSc1nc(C)c(-c2csc(C(C#N)=C3CCCC3)n2)cc1C#N` gave M5 antag -7.4, TAAR1 ag -0.9, M1 PAM 4.3, CHRM4 agonist 0.5, CHRM5 PAM 1.1, CHRM5 agonist 0.5, CHRM4 antagonist -13.1, CHRM1 antagonist -15.2 and CHRM1 agonist -5.9.
Cc1ccc(S(=O)(=O)N2CCOCC2)cc1NC(=O)CNC(C)c1ccccc1 (stereo not drawn) was read as M5 antag 5.2, TAAR1 ag 1.9, M1 PAM 2.8, CHRM4 agonist 2.3, CHRM5 PAM -5.1, CHRM5 agonist -0.8, CHRM4 antagonist -3.1, CHRM1 antagonist -9.8 and CHRM1 agonist -2.5.
Screening C/C(CC(=O)NC1CCCCC1)=N\NC(=O)COc1ccc(C)cc1Br returned M5 antag -3.9, TAAR1 ag 8.4, M1 PAM 8.2, CHRM4 agonist 2.2, CHRM5 PAM -1.2, CHRM5 agonist -2.1, CHRM4 antagonist 5.3, CHRM1 antagonist -3.0 and CHRM1 agonist -3.7.
COC(=O)c1ccc2cc(OC)cc([N+](=O)[O-])c2n1 was read as M5 antag 5.9, TAAR1 ag 1.1, M1 PAM 4.4, CHRM4 agonist 0.6, CHRM5 PAM 6.3, CHRM5 agonist 0.7, CHRM4 antagonist 5.2, CHRM1 antagonist -8.7 and CHRM1 agonist -2.3.
For Cc1cc(C)n(C(=O)C(C(=O)c2ccccc2)C(C)C)n1 (stereo not drawn) the results were M5 antag 5.7, TAAR1 ag 0.5, M1 PAM -4.2, CHRM4 agonist -1.6, CHRM5 PAM -1.3, CHRM5 agonist -1.6, CHRM4 antagonist -2.6, CHRM1 antagonist 0.3 and CHRM1 agonist -11.9.
Screening COc1ccc(CCN(C)C(=O)C2CCN(C(=O)Nc3ccccc3)CC2)cc1OC returned M5 antag 3.2, TAAR1 ag 1.0, M1 PAM 4.3, CHRM4 agonist 0.8, CHRM5 PAM -1.3, CHRM5 agonist 4.1, CHRM4 antagonist -3.0, CHRM1 antagonist -19.6 and CHRM1 agonist 0.3.
COc1ccc(CNC(=O)CCCC(=O)Nc2cccc(Br)c2)cc1 was read as M5 antag 1.9, TAAR1 ag 0.8, M1 PAM 17.1, CHRM4 agonist 2.7, CHRM5 PAM 2.6, CHRM5 agonist 0.6, CHRM4 antagonist -4.4, CHRM1 antagonist -23.6 and CHRM1 agonist 0.4.
Screening O=C(Cn1nnc2ccccc2c1=O)NCCc1ccccc1 returned M5 antag -3.2, TAAR1 ag 8.6, M1 PAM 1.6, CHRM4 agonist 0.2, CHRM5 PAM -2.4, CHRM5 agonist -0.8, CHRM4 antagonist -4.8, CHRM1 antagonist 3.8 and CHRM1 agonist -3.7.
COc1cccc(OCCNC(=O)c2cccc(OC)c2)c1 was read as M5 antag 5.9, TAAR1 ag 7.7, M1 PAM 8.6, CHRM4 agonist 1.7, CHRM5 PAM -6.8, CHRM5 agonist -2.8, CHRM4 antagonist -11.4, CHRM1 antagonist -14.1 and CHRM1 agonist -3.6.
`COc1ccc(C(=O)COC(=O)c2sccc2C)cc1OC` gave M5 antag 6.6, TAAR1 ag -1.9, M1 PAM 3.1, CHRM4 agonist 2.3, CHRM5 PAM -4.8, CHRM5 agonist 2.4, CHRM4 antagonist -8.4, CHRM1 antagonist -8.0 and CHRM1 agonist -1.4.
CCCCOP(=O)(c1ccc(N(C)C)cc1)C(O)c1cc(OC)ccc1OC (stereo not drawn) was read as M5 antag -4.9, TAAR1 ag 0.8, M1 PAM 3.3, CHRM4 agonist 2.4, CHRM5 PAM 4.2, CHRM5 agonist -0.9, CHRM4 antagonist -23.7, CHRM1 antagonist -5.8 and CHRM1 agonist -2.3.
COc1ccc(Nc2nnc(-c3ccncc3)s2)cc1Cl was read as M5 antag 4.6, TAAR1 ag -2.1, M1 PAM 10.9, CHRM4 agonist 0.7, CHRM5 PAM 0.3, CHRM5 agonist -2.6, CHRM4 antagonist 0.8, CHRM1 antagonist -17.0 and CHRM1 agonist -2.8.
Screening Fc1cccc(CN(C2=NCCN2)c2c(Cl)cccc2Cl)c1 returned M5 antag 14.6, TAAR1 ag 4.0, M1 PAM -2.8, CHRM4 agonist 6.7, CHRM5 PAM -14.5, CHRM5 agonist 0.4, CHRM4 antagonist -5.0, CHRM1 antagonist -22.2 and CHRM1 agonist -6.6.
`c1ccc(Cc2nnc3sc(-c4cccs4)nn23)cc1` gave M5 antag -6.7, TAAR1 ag 6.2, M1 PAM -2.5, CHRM4 agonist -0.5, CHRM5 PAM 0.1, CHRM5 agonist 3.7, CHRM4 antagonist 3.4, CHRM1 antagonist 4.0 and CHRM1 agonist -2.7.
For CC(C)c1onc(C(=O)Nc2sc3c(c2C#N)CCC3)c1[N+](=O)[O-] the results were M5 antag 1.8, TAAR1 ag 3.6, M1 PAM 3.2, CHRM4 agonist 2.1, CHRM5 PAM 4.8, CHRM5 agonist -2.3, CHRM4 antagonist -1.5, CHRM1 antagonist -4.5 and CHRM1 agonist -4.6.
Screening CC(c1ccccc1)n1cc(C(=O)NCc2ccccn2)nn1 (stereo not drawn) returned M5 antag -11.3, TAAR1 ag 19.1, M1 PAM 6.8, CHRM4 agonist 0.2, CHRM5 PAM 0.8, CHRM5 agonist -2.1, CHRM4 antagonist -11.8, CHRM1 antagonist -32.5 and CHRM1 agonist -1.4.
Screening O=S(=O)(c1cccs1)N1CCN(c2ccc(O)cc2)CC1 returned M5 antag 14.1, TAAR1 ag 1.9, M1 PAM 2.2, CHRM4 agonist 2.7, CHRM5 PAM -8.1, CHRM5 agonist -0.4, CHRM4 antagonist 8.6, CHRM1 antagonist -8.3 and CHRM1 agonist -0.5.
`O=C(O)c1ccc(NC(=O)c2ccc(Cl)cc2)c(NC(=O)c2ccc(Cl)cc2)c1` gave M5 antag -0.5, TAAR1 ag 1.2, M1 PAM 16.8, CHRM4 agonist -0.4, CHRM5 PAM 9.2, CHRM5 agonist 2.3, CHRM4 antagonist 0.3, CHRM1 antagonist -19.1 and CHRM1 agonist -0.9.
`Cc1cccc(NC(=O)CSc2nc3ccccc3c(=O)n2CC2CCCO2)c1` (stereo not drawn) gave M5 antag -2.5, TAAR1 ag 2.3, M1 PAM 1.1, CHRM4 agonist 1.6, CHRM5 PAM -2.2, CHRM5 agonist -0.3, CHRM4 antagonist 1.8, CHRM1 antagonist -4.0 and CHRM1 agonist -2.5.
For CCn1c(C)c(C)c2cc(C(=O)NC3CCCCCC3)ccc21 the results were M5 antag -7.8, TAAR1 ag -0.9, M1 PAM 6.5, CHRM4 agonist -0.4, CHRM5 PAM 5.9, CHRM5 agonist -1.4, CHRM4 antagonist 1.8, CHRM1 antagonist -14.9 and CHRM1 agonist -4.3.
COc1ccccc1OCC(=O)Nc1ccccc1C(=O)Nc1cccc(C(=O)O)c1 was read as M5 antag -4.7, TAAR1 ag -0.5, M1 PAM 1.1, CHRM4 agonist -0.2, CHRM5 PAM -1.0, CHRM5 agonist -1.1, CHRM4 antagonist 0.0, CHRM1 antagonist 4.1 and CHRM1 agonist -1.4.
`COc1cccc(/C=N/NC(=S)Nc2cccc(S(=O)(=O)N(C)C)c2)c1` gave M5 antag -4.7, TAAR1 ag 3.8, M1 PAM -2.1, CHRM4 agonist 5.4, CHRM5 PAM -0.5, CHRM5 agonist 2.2, CHRM4 antagonist -0.6, CHRM1 antagonist -14.5 and CHRM1 agonist -3.5.
`Cc1cc(C)n(CC(C)NCc2c(C(=O)N3CCOCC3)nc3c(C)cccn23)n1` (stereo not drawn) gave M5 antag 6.9, TAAR1 ag 0.2, M1 PAM -7.5, CHRM4 agonist 1.2, CHRM5 PAM -3.8, CHRM5 agonist -2.0, CHRM4 antagonist 2.5, CHRM1 antagonist 15.9 and CHRM1 agonist -0.8.
Screening Cc1ccc(-c2nnc(Nc3ccc(C(=O)N(C)C)cc3)c3ccccc23)cc1S(N)(=O)=O returned M5 antag -5.7, TAAR1 ag 1.3, M1 PAM 11.2, CHRM4 agonist 0.9, CHRM5 PAM 10.5, CHRM5 agonist -4.9, CHRM4 antagonist -3.9, CHRM1 antagonist -11.2 and CHRM1 agonist -2.8.
Screening COc1ccc(C2NC(=O)N(C)C3=C2C(=O)CC(C)(C)C3)cc1OC (stereo not drawn) returned M5 antag -11.0, TAAR1 ag 6.4, M1 PAM 4.9, CHRM4 agonist 0.4, CHRM5 PAM 12.8, CHRM5 agonist -2.9, CHRM4 antagonist -5.8, CHRM1 antagonist -8.3 and CHRM1 agonist -6.6.
